Mtb RmlCD inh – M. tuberculosis RmlC/RmlD coupled enzyme inhibitors, primary screen, biochemical, compound mixtures, 384-well, from 1536-well plates. inhibition, % at 3.6 µM. RmlC+RmlD coupled enzyme assay, percent inhibition; primary screen in compound mixtures. AID 1533, 2009. dTDP-4-dehydrorhamnose reductase (Mycobacterium tuberculosis (strain ATCC 25618 / H37Rv)) …. 160,000 compounds, 0.03% hits; in the data active = inhibition mostly above about 34%, no sharp cut-off; inconclusive = no clear call, values can overlap the other calls; inactive = mostly below about 22%; note: some results filed as inactive read as strong as hits
Target sequence (P9WH09 whole entry, looked up): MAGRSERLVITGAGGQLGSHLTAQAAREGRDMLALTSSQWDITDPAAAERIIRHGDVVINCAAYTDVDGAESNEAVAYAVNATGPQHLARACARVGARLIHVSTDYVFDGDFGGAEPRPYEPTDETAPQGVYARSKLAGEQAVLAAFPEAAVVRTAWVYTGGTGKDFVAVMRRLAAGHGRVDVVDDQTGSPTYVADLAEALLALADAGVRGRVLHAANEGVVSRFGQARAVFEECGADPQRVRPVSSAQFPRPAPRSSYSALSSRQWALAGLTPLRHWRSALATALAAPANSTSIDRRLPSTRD
Target sequence (P9WH11 whole entry, looked up): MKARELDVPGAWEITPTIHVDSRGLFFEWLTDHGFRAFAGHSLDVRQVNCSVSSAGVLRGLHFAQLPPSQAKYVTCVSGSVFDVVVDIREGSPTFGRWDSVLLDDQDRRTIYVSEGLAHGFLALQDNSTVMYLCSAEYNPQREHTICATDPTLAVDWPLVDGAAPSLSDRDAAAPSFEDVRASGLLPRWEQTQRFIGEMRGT
M. tuberculosis GlmU – inhibition of mycobacterial GlmU enzyme – biochemical, glucosamine-1-phosphate acetyltransferase (AID 1376). M. tuberculosis GlmU acetyltransferase enzyme assay; higher % means a stronger effect. inhibition, %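 (tested at 30 µM in the primary screen)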; hits with a dose series show IC50 in µM. 220,000 compounds, 0.25% hits. Bifunctional protein GlmU (Mycobacterium tuberculosis (strain ATCC 25618 / H37Rv)); in the data active = inhibition above about 13%; inconclusive = no clear call, values can overlap the other calls;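 note: 0% = complete reaction with vehicle and 100% = reaction without substrate; strong numbers were not always called active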
Starred values were filed as active, the others as inactive; ? = inconclusive; / = no result given; & = joins results of further samples. An excerpt; rates above refer to the full screens.

cpd	Compound	Mtb RmlCD inh	M. tuberculosis GlmU
1	O=C1C2C3CCC(C3)C2C(=O)N1CNc1ccccc1 (stereo unspecified)	-9	4.2%
2	COc1cc2[nH]c(=S)n(NC(=O)CC(C)C)c(=O)c2cc1OC	-6	1.3%
3	CC(C)(C)CN1C(=O)C(=O)NC[C@H]1Cc1cccc2ccccc12	-10	6.2%
4	CC(C)(C)OC(=O)N1CCC[C@@H]1C(=O)N1CCC(C(=O)O)CC1	13	2.8%
5	CC(C)c1ccccc1OCCNC(=S)NC(=O)c1cccnc1	0	-2.5%
6	CCOc1cc(/C=C(\C#N)C(=O)NCC2CCCO2)ccc1O (stereo unspecified)	-6	-3.0%
7	COc1ccc(Nc2nc3ccccc3nc2NS(=O)(=O)c2cccs2)cc1	/	2.6%
8	CC(=O)Nc1ccc(C(=O)CSc2nnnn2C(C)C)cc1	-12	-1.7%
9	Cc1ccccc1Cn1nc(C)c(NC(=O)c2sc3ccccc3c2Cl)c1C	1	-1.4%
10	CN(C)c1nc(N)nc(CSc2n[nH]c(-c3ccccc3)n2)n1	-3	-0.5%
11	CCNc1nc(NCC)nc(N/N=C/c2ccc(OC)cc2)n1	17	7.9%
12	COC(=O)c1cc(NCc2ccccc2F)ccc1N1CCOCC1	-7	3.4%
13	O=C(Oc1ccc(Cl)c2cccnc12)c1cccc([N+](=O)[O-])c1	/	0.3%
14	C=CCOc1cccc(C(=O)N2CCCC(CNS(=O)(=O)c3cccs3)C2)c1 (stereo unspecified)	/	-5.1%
15	CC(/C=N/NC(=O)c1ccccc1F)c1ccccc1 (stereo unspecified)	/	4.0%
16	CCCC1CCC(c2ccc(C(N)=O)cc2)CC1 (stereo unspecified)	3	-4.1%
17	O=C(CCN1C(=O)c2ccccc2C1=O)NC(=S)Nc1ccccc1	6	2.7%
18	CCN(CC)C(=O)CCc1nnc(CCc2c[nH]c3ccccc23)o1	10	5.9%
19	COc1cccc(NC(=O)C(=O)NCc2ccncc2)c1	-7	-0.4%
20	O=[N+]([O-])c1ccc(-c2cnc[nH]2)cc1	-2	8.8%
21	CC1CCN(c2nnc(N)s2)CC1	8	2.1%
22	COc1ccc(N2CCN(c3oc(COc4ccc(Cl)cc4Cl)nc3C#N)CC2)cc1	-9	2.5%
23	CCOC(=O)CNC(=O)CSc1nc2ncc(Br)cc2[nH]1	6	7.3%
24	CCCNC(=O)CN(Cc1ccco1)S(=O)(=O)c1ccc(OCC)cc1	15	5.4%
25	CCOC(=O)C/C(C)=N/NC(=O)c1cccs1	4	1.8%
26	CCOc1cccc(/C=C/c2cc(C(=O)O)c3ccccc3n2)c1OC	1	4.7%
27	O=C(OCc1nnc(-c2ccccc2)o1)c1ccc(Cl)cc1	8	1.2%
28	COc1ccccc1C(c1nnnn1C(C)(C)C)N1CCCCCC1 (stereo unspecified)	/	-5.6%
29	COc1ccc(-c2cc(=NC(CC(C)C)C(=O)O)c3cc(C)ccc3o2)cc1 (stereo unspecified)	-9	-5.1%
30	Cc1sc2nc(SCc3ccc(C(=O)O)cc3)n(Cc3ccco3)c(=O)c2c1C	-13	4.6%
31	COc1ccccc1NC(=O)c1cc(S(=O)(=O)N2CCOCC2)ccc1Cl	/	0.8%
32	O=C(CCCn1c(=O)[nH]c2cc(Cl)ccc2c1=O)NCCCN1CCCC1	?	-3.9%
33	Cc1ccc(S(=O)(=O)NNC(=O)Nc2ccc(Cl)c(Cl)c2)cc1	-8	-2.9%
34	O=c1c2ccccc2nc(-c2ccco2)n1-c1ccccc1	-5	-2.4%
35	COc1ccc(C(C)=O)cc1COc1nc(C)nc2ccccc12	-3	6.5%
36	O=C(CSc1nnc(-c2cccs2)n1Cc1ccccc1)NCc1ccc2c(c1)OCO2	/	0.0%
37	Brc1ccc(C2N3CCCN23)cc1 (stereo unspecified)	-10	4.8%
38	Cn1c(=O)oc2cc(S(=O)(=O)N3CCCC3)ccc21	1	1.8%
39	CCCOC(=O)c1ccc(NC(=O)C(CC)CC)cc1	2	-2.8%
40	CCOC(=O)NC(=O)C(=CNc1ccccc1C)C(=O)NC(=O)OCC	5	2.3%
41	Cc1ccccc1-n1cnnc1SCC(=O)Nc1cccnc1Cl	-4	3.3%
42	COc1ccc(Cl)cc1C(=O)NCc1cn(C)nc1C	-3	-5.2%
43	COc1ccc2c(c1)CCN1C2CCN2C(=O)CCC21 (stereo unspecified)	8	2.0%
44	COc1ccccc1S(=O)(=O)Cc1ccc(C(=O)N2CCN(c3ccccn3)CC2)o1	33	5.8%
45	O=C(Nc1cccc(F)c1)/C(=C\c1cccnc1)NC(=O)c1ccco1	-11	0.4%
46	O=C1C=CC(=O)N1c1cccc(-c2ccccc2)c1	-6	-0.9%
47	O=C(c1ccc(-c2ccccc2)cc1)N1CCN(c2ncccn2)CC1	8	13%
48	CCCCn1c(O)c(C(C)=NCCCN(C)C)c(=O)[nH]c1=O	7	6.1%
49	C=CCOC(=O)C1=C[C@@H](c2ccc3c(c2)OCO3)C[C@@H](OCCCCO)O1	/	1.7%
50	O=C(NC1(C(F)(F)F)C(=O)Nc2c1c(=O)[nH]c(=O)n2-c1ccccc1)c1cccnc1 (stereo unspecified)	-6	-4.8%
51	COc1ccc(C(=O)/C=C/Nc2cccc(O)c2)cc1	/	-4.5%
52	CCOC(=O)c1cc2c(=O)n3ccccc3nc2n(CC(C)C)c1=NC(=O)c1c(-c2c(F)cccc2Cl)noc1C	-1	3.5%
53	COc1ccc(-c2noc(-c3ccccc3C(=O)Nc3cccnc3)n2)cc1	/	-3.2%
54	O=C(c1cnsn1)N1CCC(CO)(Cc2ccc(Cl)cc2)CC1	/	2.8%
55	Cc1ccc(OCCC(=O)OCC(=O)Nc2ccc(Cl)cn2)cc1	/	1.8%
56	COc1ccc(-c2csc(NC(=O)COC(=O)C3=COCCO3)n2)cc1	3	0.3%

Going on with the list.
cpd	Compound	Mtb RmlCD inh	M. tuberculosis GlmU
57	CCn1c(Cc2ccccc2)nnc1SCC(=O)Nc1nc(C)c(C)s1	9	3.3%
58	O=C(c1ccco1)N1CCN(C(c2ccccn2)c2nnnn2C2CCCC2)CC1 (stereo unspecified)	48	-4.8%
59	Cc1cc(C)c(-n2c(SCCS(=O)(=O)c3ccc(F)cc3)n[nH]c2=O)c(C)c1	0	-4.0%
60	CCc1ccc(N2CC(O)(c3cccs3)[N+]3=C2SCCC3)cc1 (stereo unspecified)	0	-6.4%
61	CCS(=O)(=O)NCC(c1ccco1)N1CCN(c2ccccc2F)CC1 (stereo unspecified)	2	-2.8%
62	COC(=O)Cc1c(O)ccn(CCc2ccccc2)c1=O	-12	2.2%
63	CCCC(=O)Nc1cccc(C(=O)Nc2nccs2)c1	/	4.2%
64	c1csc(-c2nc3nc4ccccc4nc3n2Cc2ccc3c(c2)OCO3)c1	?	3.9%
65	CCN1C(=O)/C(=C/c2cn(C)nc2C)SC1=S	/	2.0%
66	Cc1ccc(S(=O)(=O)NC(C)(C)CSc2nnc(Nc3ccccc3)s2)cc1	-1	1.6%
67	COc1ccc(S(=O)(=O)N(C)C)cc1NCC(=O)Nc1ccc(F)cc1F	12	-2.0%
68	CC(=O)Nc1ccc(S(=O)(=O)Nc2nc(CN3CCOCC3)nc3sc4c(c23)CCCC4)cc1	/	1.3%
69	CCOC(=O)NCCOC(=O)Nc1ccc(Cl)cc1	-6	-1.3%
70	CCn1nc(C)cc1C(=O)N1CCc2c([nH]c3ccccc23)C1c1cc(F)ccc1F (stereo unspecified)	/	-2.6%
71	CC(C)(C)NS(=O)(=O)c1cc(C(=O)Nc2sccc2C#N)ccc1Cl	-4	-3.2%
72	O=C(NCCCN1CCOCC1)C(=O)N/N=C/c1c(Cl)cccc1Cl	6	-6.7%

Compound profiles, as listed above. Values in the order: Mtb RmlCD inh	M. tuberculosis GlmU
`CC(C)(C)NS(=O)(=O)c1cc(C(=O)Nc2sccc2C#N)ccc1Cl` reads -4	-3.2%
`CCN1C(=O)/C(=C/c2cn(C)nc2C)SC1=S` reads /	2.0%

(further entries)
cpd	Compound	Mtb RmlCD inh	M. tuberculosis GlmU
73	CCC(C)(C)NC(=O)C(c1ccc(C)cc1)N(Cc1ccco1)C(=O)CCC(=O)Nc1nccs1 (stereo unspecified)	/	1.7%
74	CC(C)(C)c1nc2sc3c(c2c(=O)o1)CCCC3	16	0.9%
75	COc1ccccc1Cn1c(-c2ccccc2OC)nc2ccccc21	/	-2.5%
76	CCCCn1c(=O)nc2n(-c3ccc(Cl)cc3)c3ccccc3cc-2c1=O	-9	-3.2%
77	Cc1nn(C)c(Oc2ccccc2)c1CCNS(=O)(=O)c1ccccc1	/	-3.8%
78	COCCn1c(C)cc(C(=O)CSc2ccc(NC(C)=O)cc2)c1C	/	2.7%
79	Cc1nc2ncnn2c(N2CCN(C(=O)Cc3cccs3)CC2)c1C	13	2.8%
80	CCOc1cc(/C=N/O)cc(Br)c1OCC(=O)NCc1ccccc1	-10	0.5%

Nothing new here: 5 of the compounds above.
cpd	Compound	Mtb RmlCD inh	M. tuberculosis GlmU
16	CCCC1CCC(c2ccc(C(N)=O)cc2)CC1 (stereo unspecified)	3	-4.1%
17	O=C(CCN1C(=O)c2ccccc2C1=O)NC(=S)Nc1ccccc1	6	2.7%
18	CCN(CC)C(=O)CCc1nnc(CCc2c[nH]c3ccccc23)o1	10	5.9%
19	COc1cccc(NC(=O)C(=O)NCc2ccncc2)c1	-7	-0.4%
20	O=[N+]([O-])c1ccc(-c2cnc[nH]2)cc1	-2	8.8%

Next part:
cpd	Compound	Mtb RmlCD inh	M. tuberculosis GlmU
81	O=[N+]([O-])c1cccc2ccc(/C=C/c3ccc(F)cc3)nc12	15	0.7%
82	NS(=O)(=O)c1ccc(NC(=S)N2CCN(c3ccc(Cl)c(Cl)c3)CC2)cc1	-3	-1.1%
83	CCOc1ccccc1NC(=O)C1CCN(S(=O)(=O)c2c(C)noc2C)CC1	12	-2.6%
84	O=C(COc1ccccc1)NCCc1nc2ccccc2[nH]1	/	-0.1%
85	CC(C)c1onc(C(=O)Nc2cccc(Cl)c2)c1[N+](=O)[O-]	1	-0.8%
86	CCC(=O)Nc1nc2ccc(NC(C)=O)cc2s1	-7	1.9%
87	CCN(CC)S(=O)(=O)c1ccc2[nH]cc(C(=O)NCCN3CCCCC3C)c(=O)c2c1 (stereo unspecified)	3	/
88	CCOC(=O)N1CCN(C(=O)C2CCN(c3ncnc4c3sc3cccc(F)c34)CC2)CC1	-9	8.8%
89	Cn1nnnc1SCC(=O)NNC(=O)c1ccc(Cl)cc1	/	1.5%
90	CC[n+]1c(C)sc2sc3ccccc3c21	-5	-1.8%
91	O=C1c2ccccc2C(=O)C12OC(c1ccccc1)C1(C(=O)c3ccccc3C1=O)C2c1ccc([N+](=O)[O-])cc1 (stereo unspecified)	/	4.6%
92	C=CCn1c(SCC(=O)Nc2cc(NC(C)=O)ccc2OC)nnc1-c1cccnc1	6	-0.8%
93	CC(C)C(C)NC(=O)COC(=O)c1cc(S(=O)(=O)N(C)C)ccc1N1CCCC1 (stereo unspecified)	7	1.9%
94	Cc1oc2cc(OC(C)C(=O)O)ccc2c(=O)c1Oc1ccccc1 (stereo unspecified)	103	1.7%
95	CN(C)/C=C(\C#N)C(=O)c1cccnc1Oc1cccc(F)c1	0	2.9%
96	Cc1c(Cl)cccc1NC(CC(=O)c1ccccc1)C(=O)O (stereo unspecified)	5	0.1%
97	CCSc1nnc(NC(=O)CSc2c(Cl)cccc2Cl)s1	/	-4.2%
98	COc1ccc(-n2c(Cc3cccn3C)nnc2SCC(=O)Nc2ccc(F)cc2)cc1	-3	2.1%&4.0%
99	Cc1cc(C)c(C(=O)CN2C(=O)NC3(CCC(C)CC3)C2=O)cc1C (stereo unspecified)	-4	-3.0%
100	Cc1onc(-c2ccc(Cl)cc2Cl)c1-c1csc(COc2ccccc2)n1	-2	-2.4%
101	COC(=O)C1(C)NC(c2cccs2)C2C(=O)N(c3ccccc3F)C(=O)C21 (stereo unspecified)	-6	3.1%
102	CCOc1ncccc1C(=O)OCc1cccc([N+](=O)[O-])c1	4	-6.2%
103	O=C(CN1CCN(c2ccc(Cl)cc2)CC1)c1ccc2c(c1)OCO2	10	0.9%
104	CCC1CCCCN1Cc1ccc(OC)c(C)c1 (stereo unspecified)	13	3.4%
105	OC1(c2ccc(Br)cc2)CCNCC1	-4	-0.6%
106	CC1Cc2nc(SCC(=O)Nc3nccs3)n(C)c(=O)c2S1 (stereo unspecified)	-7	4.9%
107	Cc1cccc(/N=C/c2c(O)cc(C)oc2=O)n1	7	0.5%
108	CCC(=O)NNC(=S)NC(=O)c1ccc(C)cc1	11	6.3%
109	CC(=O)NS(=O)(=O)c1ccc(NC(=O)c2oc3c(Cl)cccc3c2C)cc1	-4	0.9%
110	O=C(CSc1ncnc2c1cnn2CCc1ccccc1)Nc1ccc(F)cc1	/	-0.9%
111	Cc1ccc(NC(=O)CCc2ccc(S(=O)(=O)N3CCOCC3)cc2)c(C)c1	/	2.4%
112	COC(=O)c1ccc(C(=S)N2CCOCC2)cc1	8	/
113	COc1ccccc1CNC(=O)c1nn(-c2ccc(C)cc2)c(=O)c2c1c1ccccc1n2C	1	0.1%
114	Cc1cc(Oc2ccc3ccccc3c2)nc(SCC(=O)c2ccccc2)n1	3	0.5%
115	O=C(c1ccccc1F)N1CCN(C2CCC(c3ccccc3)CC2)CC1 (stereo unspecified)	11	0.5%
116	CCC(NC(=O)NCCCn1ccnc1)(C(F)(F)F)C(F)(F)F	-5	-7.4%

Source: PubChem BioAssay
